SENP1 FRET inh – inhibitors of human SENP1 SUMO protease catalytic domain; Q9P0U3; recombinant SENP1 catalytic domain, CyPet-SUMO1-YPet FRET cleavage; inhibition, % at 10 µM; 360,000 compounds, 0.21% hits; AID 624204;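 active = inhibition at least 30% at 10 µM, raw YFP signal under a set limit, fluorescence ratio 0.5 to 1.5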;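 also: 0% = enzyme with DMSO and 100% = no enzyme wells; some results filed as inactive read as strong as hits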
Target sequence (Q9P0U3 419-644 limits assumed): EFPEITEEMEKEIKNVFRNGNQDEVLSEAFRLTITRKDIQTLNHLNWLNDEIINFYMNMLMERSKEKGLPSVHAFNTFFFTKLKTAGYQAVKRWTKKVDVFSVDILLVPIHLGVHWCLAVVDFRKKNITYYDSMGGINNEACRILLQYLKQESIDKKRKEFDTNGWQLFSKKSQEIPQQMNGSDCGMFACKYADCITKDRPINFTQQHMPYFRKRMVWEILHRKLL
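Test system: hSENP1 catalytic domain, recombinant; Amount: 20 pM final SENP1 enzyme; Medium: Tris pH 8 buffer plus EDTA, NaCl, BME, BSA, NP40, catalase; Schedule: 50 min enzyme reaction, room temperature, light-protected; Technique: FRET fluorescence in CFP and YFP emission channels; Controls: no-enzyme wells low, DMSO-plus-enzyme wells high control.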
SENP8 block-1 – inhibitors of human SENP8 protease; recombinant SENP8, Nedd8 substrate fluorescence; inhibition, % at 20 µM; 360,000 compounds, 0.64% hits; AID 602440; in the data active = inhibition mostly above about 40%, no sharp cut-off; inactive = mostly below about 27%
Target sequence (Q96LD8 whole entry, looked up): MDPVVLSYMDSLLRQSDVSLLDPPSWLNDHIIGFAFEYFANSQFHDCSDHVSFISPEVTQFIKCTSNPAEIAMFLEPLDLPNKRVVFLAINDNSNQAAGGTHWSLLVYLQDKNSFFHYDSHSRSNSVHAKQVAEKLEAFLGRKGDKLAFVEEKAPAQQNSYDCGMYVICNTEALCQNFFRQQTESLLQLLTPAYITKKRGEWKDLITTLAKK
PfGluPho inh – PfG6PD (Plasmodium falciparum) enzyme inhibition | inhibition, % at 20 µM | PfGluPho enzyme, NADPH resazurin-diaphorase fluorescence | 350,000 compounds, 0.78% hits;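 active = inhibition reaching at least a set limit at 20 µM in the primary screen, cut at about 59% in these data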;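 also: 0% = DMSO wells with substrate and 100% = DMSO wells lacking glucose-6-phosphate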
Apaf-1 inh – blocks human Apaf-1 apoptosome activity; AID 489030; reconstituted apoptosome caspase-3 activity, DEVD-Rh110 fluorescence; O14727; inhibition, % at 20 µM; 330,000 compounds, 0.71% hits; active = inhibition of at least 40% at 20 µM;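 also: plate controls were DMSO wells for no effect and DEVD-CHO caspase inhibitor wells for full effect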
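Material: cell-free apoptosome with Apaf-1, procaspase-3 and caspase-9; Buffer or medium: Hepes pH 7.5 with detergent and BSA; Reagent: cytochrome c trigger plus (Z-DEVD)2-Rh110 caspase-3 substrate; Times: compound with Apaf-1, dATP, procaspase-3 30 min, then 50 min reaction, room temperature; Technique: Rh110 fluorescence intensity.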
SENP7 block – blocks the human protease SENP7. recombinant SENP7, Z-RLRGG-aminoluciferin luminescence, 40 min. inhibition, % at 5 µM. 330,000 compounds, 1.5% hits;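 active = inhibition above about 50% at the single test dose, limit read from the data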;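 also: plate controls were DMSO with enzyme for no effect and no enzyme buffer wells for full effect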
SENP8 block-2 – inhibitors of human SENP8 protease. inhibition, % at 10 µM. Q96LD8. purified SENP8, Z-RLRGG-aminoluciferin cleavage, luminescence. AID 2540. 330,000 compounds, 1.2% hits; in the data active = inhibition above about 50%
SENP6 inh – SENP6 protease inhibition; Q9GZR1; Recombinant SENP6 catalytic domain, aminoluciferin luminescence; inhibition, % at 10 µM; 330,000 compounds, 1.8% hits;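 active = inhibition above about 50% at the single tested dose, limit read from the data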;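 also: plate controls were DMSO wells with enzyme for no effect and DMSO wells lacking enzyme for full effect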
Target sequence (Q9GZR1 628-1112 limits assumed): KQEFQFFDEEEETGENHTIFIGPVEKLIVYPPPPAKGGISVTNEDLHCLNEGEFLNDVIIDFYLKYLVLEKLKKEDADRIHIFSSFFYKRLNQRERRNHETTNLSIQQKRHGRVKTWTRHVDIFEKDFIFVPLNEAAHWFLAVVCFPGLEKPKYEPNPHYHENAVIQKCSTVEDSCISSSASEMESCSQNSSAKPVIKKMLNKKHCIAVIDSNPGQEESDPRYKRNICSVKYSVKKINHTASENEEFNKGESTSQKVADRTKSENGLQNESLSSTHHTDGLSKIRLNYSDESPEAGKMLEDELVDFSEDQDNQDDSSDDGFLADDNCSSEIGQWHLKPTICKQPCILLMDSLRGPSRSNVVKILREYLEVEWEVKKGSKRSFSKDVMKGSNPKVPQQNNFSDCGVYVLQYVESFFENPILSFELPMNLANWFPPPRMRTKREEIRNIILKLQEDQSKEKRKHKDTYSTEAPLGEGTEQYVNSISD
HKDC1 inhibitor – blocks human hexokinase HKDC1 activity. Q2TB90. recombinant HKDC1, G6PDH/diaphorase resazurin coupled fluorescence. inhibition, % at 20 µM. 340,000 compounds, 0.16% hits. AID 493160;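 active = inhibition above about 35% when tested at 20 µM, limit read from the data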;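 also: plate controls were DMSO wells with enzyme for no effect and DMSO wells lacking enzyme for full effect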
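Incubation: 90 min at room temperature in dark / Material: recombinant HKDC1 (HK5) hexokinase enzyme, produced in-house / Quantity: enzyme 5 µg/mL final / Compound: one dose of 20 µM, 1% DMSO / Reagent: glucose and ATP substrates / Buffer or medium: Tris pH 8.0 buffer with MgCl2, Tween-20, BSA, BME / Technique: resorufin fluorescence at 613 nm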
Numbers without * were called inactive; . = no result given.

mol	SENP1 FRET inh	SENP8 block-1	PfGluPho inh	Apaf-1 inh	SENP7 block	SENP8 block-2	SENP6 inh	HKDC1 inhibitor
COc1cccc(NC(=O)CSc2nnc3ccc(-c4ccccn4)nn23)c1	-14	-57	3	3	-2	1	-14	-5
CC(=O)N(C1=C(N)C(=O)c2ccccc2C1=O)c1ccccc1	2	62*	1	67*	19	24	26	10
O=C(NCC1CCCCC1)C1CCCN(C(=O)NC2CCCCC2)C1 (stereo unspecified)	1	33	-22	16	-5	-6	0	-2
COc1ccc(-n2ncc3c(NCC4CCCO4)ncnc32)cc1 (stereo unspecified)	-22	-239	3	9	-3	-15	-12	0
CCOC(=O)C(=CNc1cccc(N)n1)C(=O)OCC	-2	-256	-4	12	11	-6	-8	-5
CCN(CC)S(=O)(=O)c1ccc(C(=O)N2CCN(C3=NS(=O)(=O)c4ccccc43)CC2)cc1	-1	13	-3	11	1	-2	-3	3
CCc1cc(=O)oc2cc(OS(C)(=O)=O)ccc12	-4	-423	-13	3	-10	-9	-16	0
CCOc1ccccc1NC(=O)c1cccc(NC2=NC3CS(=O)(=O)CC3S2)c1 (stereo unspecified)	0	16	-11	12	-3	-13	0	-3
CCOC(=O)C1CCN(S(=O)(=O)c2cn(C)cn2)CC1	0	6	0	-2	4	5	-2	0
C=C(C)C(=O)Nc1cccc(C2=NOC3(C2)C[C@@H](C(N)=O)N(C(=O)/C=C/C=C/C)C3)c1 (stereo partly specified)	11	4	28	-326	0	1	-13	2
COc1ccc(CN2C(=O)NC(C)(c3ccc(C)cc3)C2=O)cc1F (stereo unspecified)	-33	-10	-1	-13	-5	4	-1	-4
CN(CC(=O)NCC(c1ccccc1)N1CCCC1)S(=O)(=O)c1ccc(Cl)cc1 (stereo unspecified)	-6	11	5	30	-9	-6	-25	-4
Cc1cc[n+](-c2[nH]c(=O)sc2/C=N/NC(=O)c2ccccc2[O-])cc1C	2	9	3	6	6	-1	-14	-2
CS(=O)(=O)N1CCN(C(=O)c2c(F)cccc2F)CC1	3	16	1	-8	-1	-5	-18	10
Cc1cccc(NC(=O)C2CC(=O)N(Cc3ccccc3)C2)n1 (stereo unspecified)	0	-6	-8	6	5	-9	-27	0
CC[C@]1(C(=O)OC)[C@H]2C(=O)N(Cc3ccccc3)C(=O)[C@H]2[C@H]2CN(C)C(=NCc3ccccc3)N21	-2	-2	5	4	-2	.	.	9
O/N=C/c1cc(Br)cs1	3	18	8	-24	-4	6	-1	-14
Cc1ccc(C(=O)CSc2nc(-c3ccccc3)ccc2C#N)cc1	-21	-11	17	10	-10	-15	-8	-7
COc1cc(/C=N/N2CCN(Cc3ccccc3)CC2)cc(OC)c1OC(C)=O	3	8	24	-6	2	-2	-4	0
CCN(CC)C(=O)Oc1cc(COC)nc(-c2ccccc2)n1	3	8	9	-1	4	-17	-14	-2
Cc1ccc(OCCC(=O)Nc2ccccc2C(=O)N2CCCCC2)cc1	0	12	-7	13	-1	-8	-9	4
C/C(=N\NC(=O)C(C)Sc1ccccc1)C(C)(C)C (stereo unspecified)	2	19	-13	2	-5	2	-1	-3
CCOC(=O)N1CCC(NCCNC(=O)c2ccccc2Cl)CC1	1	7	-5	6	3	-5	-6	-5
CCOC(=O)C1CCN(Cc2ccc(OCc3ccccc3)c(OC)c2)CC1	0	13	-3	-11	-9	1	-3	-8
OC(c1ccccc1)(c1ccccc1)c1nccc2ccccc12	1	5	9	.	.	.	.	4
CC(=O)c1ccc(NC(=O)/C(=C\c2ccc(F)cc2)NC(=O)c2ccco2)cc1	3	-7	11	4	0	5	-13	-1
Cc1cccc(C(=O)NNC(=O)C23CC4CC(CC(C4)C2)C3)c1O	2	-39	-12	5	-2	-2	-2	-7
COc1ccc(-c2sc3ccccc3c2-c2ccc(OCCN3CCOCC3)cc2)cc1	0	-361	24	16	-12	8	-11	-3
CC(C)C(NC(=O)CC12CC3CC(CC(C3)C1)C2)C(=O)O (stereo unspecified)	3	11	-21	-10	4	1	8	-3
Cc1ccc(C(=O)NC2CC(C)(C)NC(C)(C)C2)cc1S(=O)(=O)N1CCCCC1	2	7	-5	-13	2	5	-12	-6
COc1ccc(OC)c(NC(=O)NCc2ccc(F)cc2)c1	1	0	0	11	-10	-14	-11	1
O=C(COC(=O)Cc1c(F)cccc1Cl)NCc1ccc2c(c1)OCO2	-3	-2	10	0	0	8	-4	2
COc1ccc(OCC(=O)NC2CCSc3ccccc32)cc1 (stereo unspecified)	-4	10	12	7	-4	-18	-7	2
COC(=O)c1cnc2c(c1C(=O)OC)c(=O)n(C)c(=O)n2C	1	-56	-7	-7	-1	-4	-7	-2
NC1=NC(=O)/C(=C/c2cccc(F)c2)S1	0	4	5	5	-5	5	12	-2
COc1cc(-c2c(C#N)c(N)nc3[nH]c(=S)[nH]c(=O)c23)ccc1O	1	6	-10	1	7	9	11	6
COc1ccc2nc(Sc3c([N+](=O)[O-])nc(C)n3Cc3ccccc3)[nH]c2c1	.	.	7	1	0	-2	1	9
CCOC(=O)c1sc(N/N=C/c2ccccc2)nc1C	-17	-413	66*	13	-3	-16	17	-5
O=C(NCCN1CCOCC1)c1cccc(NS(=O)(=O)c2ccc(Br)cc2)c1	1	10	-7	2	10	-5	-20	-31
COc1ccc(NS(=O)(=O)c2cccc3cccnc23)cc1Cl	-1	14	-6	16	-6	-5	-12	7

Entries above marked active in PfGluPho inh.
| SMILES | SENP1 FRET inh | SENP8 block-1 | PfGluPho inh | SENP7 block | SENP6 inh | HKDC1 inhibitor |
| --- | --- | --- | --- | --- | --- | --- |
| CCOC(=O)c1sc(N/N=C/c2ccccc2)nc1C | -17 | -413 | 66* | -3 | 17 | -5 |

(list continues)
mol	SENP1 FRET inh	SENP8 block-1	PfGluPho inh	Apaf-1 inh	SENP7 block	SENP8 block-2	SENP6 inh	HKDC1 inhibitor
O=C(c1cc2c(s1)-c1ccccc1OC2)N1CCN(c2ccccc2)CC1	-3	-403	13	13	4	2	-3	-1
Nn1c(SCC(=O)Nc2ccc3c(c2)OCO3)nnc1-c1cccc(Cl)c1	0	33	-14	-15	7	3	5	-2
Cc1cc(N)ccc1N1CCCC1	23	30	88*	65*	3	2	2	15
O=C(Cc1cccs1)N(Cc1ccco1)C1(C(=O)NC2CCCCC2)CCCCC1	2	14	-3	20	0	-5	-11	0
Cc1cc2oc(=O)cc(CN(C)Cc3cccc(F)c3)c2cc1Cl	-3	21	2	19	0	-3	6	3
O=C(NCCOc1ccccc1Cl)c1cc(F)c(F)cc1Cl	0	2	0	-9	-6	-26	-3	-2
O=C(Nc1ccccc1C(=O)NCCCN1CCOCC1)c1cccc([N+](=O)[O-])c1	1	6	-10	9	11	1	-12	-1
Cc1ccc(/C=C2/NC(=O)N(Cc3ccccc3F)C2=O)o1	-2	-177	4	-4	0	2	-10	-13
Cc1ccsc1CN(C)CC(=O)Nc1ccccc1C(=O)NC1CC1	2	-3	9	-7	-4	6	7	-8
CCC(C)NC(=S)Nc1ccc(C(=O)OC)cc1 (stereo unspecified)	1	15	-21	-7	8	4	-20	11
O=C(O)c1cc2cc(OCc3ccccc3)ccc2[nH]1	-5	-91	-22	-23	-7	9	32	-3
FC(F)(F)c1ccccc1NC(=S)NN1CCOCC1	-2	15	-6	-4	7	5	3	-4
CCCC1=C(C(=O)OCC)C(c2ccc(N(C)C)cc2)n2ncnc2N1 (stereo unspecified)	-11	9	21	0	2	0	1	-11
O=C(NC1C2CC3CC(C2)CC1C3)c1ccc2c(c1)OCO2 (stereo unspecified)	1	3	-4	13	-16	-12	-5	-3
Cc1ccc(S(=O)(=O)N2CCN(C(=O)COC(=O)/C=C/c3ccc([N+](=O)[O-])cc3)CC2)c(C)c1	3	13	-9	15	0	-7	-19	-9
Cc1ccc(NC(=O)CN2CCN(C)CC2)cc1Br	2	11	-5	-10	0	-6	2	-5
CCCCC(c1nnnn1CS(=O)(=O)c1ccc(C)cc1)N1CCC(C(N)=O)CC1 (stereo unspecified)	1	7	6	-7	-7	-2	-49	-5
CCn1c(CNC(=O)c2cccs2)n[nH]c1=S	1	10	25	1	4	-3	-9	-6
O=C(c1ccccn1)N1CCN(S(=O)(=O)c2ccc(F)cc2)CC1	-1	23	10	-11	1	-8	-18	-3
CC1CCCCN1S(=O)(=O)c1ccc2c(c1)C(C)(C)C(=O)N2C (stereo unspecified)	0	3	-5	-6	-1	6	2	-6
CC(C)CNc1cc(=O)n(C)c(=O)n1C	0	15	-4	6	-9	-8	-14	-4
COC(=O)CSc1nnc(-c2ccccc2OC)n1-c1ccc(C)cc1	4	14	0	4	-5	0	-4	-2
CCCc1cc(=O)n2[nH]c(-c3ccc(Cl)cc3)cc2n1	1	-44	25	-4	-3	-7	-8	-1
CC(C)C(=O)Nc1ccc(C(=O)NNC(=S)NC(=O)c2cccs2)cc1	1	3	-25	-6	0	3	-2	-8
COc1ccccc1NCCC(=O)O	0	7	-2	-34	2	2	-9	3
CC(NC(=O)Nc1nccs1)(C(F)(F)F)C(F)(F)F	1	14	3	-2	-5	-11	-28	8
O=C(C1CCC(CNc2c(N3CCCCC3)c(=O)c2=O)CC1)N1CCN(c2ccccn2)CC1 (stereo unspecified)	2	-18	-17	1	7	-4	-9	-1
O=C(c1cccc(F)c1)N1CCc2ccccc21	0	12	2	-21	0	-1	-30	2
COc1ccccc1CCNC(=O)c1nc(-c2cccs2)no1	0	10	25	-9	7	1	-1	-2
